# miR-122 sensor: miR-122 inhibition in Huh7 cells; Huh7 miR-122 Renilla luciferase sensor, 48 h; neutral wells = 0, positive control = 100; activation (reporter increase), % at 12.5 µM; 340,000 compounds, 0.3% hits; AID 602342;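 active means mean replicate activation score at least 90 and every replicate individually at or above 90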;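 further: higher luciferase means less miR-122 activity so hits act as miR-122 inhibitors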
# Cneo AK release: Cryptococcus neoformans lysis via adenylate kinase release | C. neoformans lysis, adenylate kinase release luminescence, 4 h; normalised: neutral wells 0, clomiphene wells 100 | lysis activity, % at 15 µM | 360,000 compounds, 0.2% hits;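 active means mean lysis activity across replicates of at least 80%, whatever share of replicates individually reach that level; inactive means mean lysis activity below 80%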
#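 Material: C. neoformans cells | Amount: Yeast cell density of 5 × 10^6 cells/mL | Medium: Fresh YPD growth medium | Dosing: Single dose | Times: Static 4 h at 37 °C with compound, 1 h detection | Detection: AK luminescence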
# FN deposit inh: fibronectin deposition inhibition. AH1F fibroblasts, Alexa488-fibronectin deposition fluorescence, overnight. inhibition, % at 12.6 µM. 350,000 compounds, 0.086% hits. AID 743247;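 active means mean inhibition across replicates of 30% or more, regardless of how many single replicates reach that level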;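 further: positive control wells lacked labelled fibronectin entirely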
#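 Assay system: AH1F fibroblasts assembling fluorescent fibronectin matrix; Amount: 10000 AH1F cells per well; Buffer or medium: DMEM, 2% serum; Probe or stimulus: Alexa488-fibronectin, 24 nM final in well; Doses: single compound dose, delivered by pin transfer; Incubation: 1 h adhesion, overnight exposure; Measured by: fluorescence 485/525 nm; Read-out: fibronectin deposition inhibition.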
# CFTR F508del cor: correctors of CFTR F508del function in bronchial epithelial cells. CFBE cells, YFP halide quenching; stimulated with forskolin plus potentiator P3; % fluorescence drop versus neutral controls. activity (quench increase), % at 7.58 µM. 350,000 compounds, 0.36% hits. AID 720511;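 active means mean added fluorescence quench of at least 8% versus neutral control, with both replicates also reaching 8%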;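 further: cells transiently co-express mutant CFTR-F508del with the halide-sensitive YFP; corrector assay measuring rescue of mutant channel to the surface after 24 h compound exposure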
# GSIS activator: primary screen for activators of insulin secretion dependent on glucose, INS-1E cells, GLuc reporter luminescence; INS-1E GLuc reporter insulin secretion, 2-3 h; activation, % at 16.6 µM; 370,000 compounds, 0.61% hits;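 active means lowest replicate activation of at least 40%, so every replicate reaches that level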;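 further: 0% = median of neutral control wells and 100% = median of IBMX positive control wells; some compounds called inactive have numbers as strong as hits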
# PGC1a acetyl inh: modulators of PGC1a acetylation; AID 651687; inhibition, % at 15.6 µM; U2OS PGC1a acetylation, AlphaScreen anti-acetyl-lysine; with virally co-expressed GCN5 acetyltransferase; 350,000 compounds, 0.17% hits;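 active means every replicate shows inhibition of at least 40%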;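 further: 0% = neutral control wells and 100% = positive control wells; some results beyond the cut were filed as inactive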
# PglD inh: blocks C. jejuni PglD acetyltransferase activity; purified PglD enzyme, DTNB colorimetric CoA detection; inhibition, % at 12.5 µM; 360,000 compounds, 0.098% hits; AID 602405; in the data active means inhibition above about 16%, passing the limit was not always enough; further: strong numbers were not always called active
# C2C12 statin: protects C2C12 myotubes from simvastatin toxicity. rescue of ATP level, % at 7.49 µM. 330,000 compounds, 0.78% hits. ATP luminescence, 48 h; scaled: DMSO 0, geranylgeraniol control 100;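 active means mean ATP rescue above about 67%, or every replicate alone reaching that limit, limit read from the data, passing the limit was not always enough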;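 further: myotubes were challenged with 10 µM simvastatin during compound exposure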
# * = called active by the depositor; . = not tested or not shown; & = joins results of further samples; [ ] = dose if it differs, or a comment.
SMILES,miR-122 sensor,Cneo AK release,FN deposit inh,CFTR F508del cor,GSIS activator,PGC1a acetyl inh,PglD inh,C2C12 statin
COC(=O)c1nnn(-c2nonc2N)c1CSc1nnc(C)s1,-6.7,.,-16.3,-2.3,10.1,2.4,.,.
CCn1nc(NC(=O)CC(C)C)c2cc3cccc(C)c3nc21,5.6,-0.3,1.6,1.5,-4.9,-9.8,-3.9,-43.1
O=C(Nc1ccccc1F)N[C@H]1CC[C@H](CCNS(=O)(=O)c2ccccc2)O[C@H]1CO,.,-0.8,.,0.2,-0.9,0.8,-5.5,0.7
COc1ccc(C(=O)NCCC2=CCCCC2)cc1[N+](=O)[O-],.,-11.3,-10.8,1.6,4.5,.,3.0,.
COCCN(CCOC)C(=O)c1ccc(NS(=O)(=O)c2ccc3c(c2)OCCO3)cc1,.,-2.8,-2.6,1.7,2.0,.,-4.6,-4.7
COC(=O)CNC(=O)C(CCSC)NC(C)=O (stereo not drawn),2.4,.,-7.1,-0.1,0.5,2.2,.,.
CC(C)NC(=O)N(C)C[C@@H]1Oc2ncc(-c3cccc(C#N)c3)cc2C(=O)N([C@H](C)CO)C[C@H]1C,0.4[16.7 µM],-1.3,-5.1,-1.9,20.4,5.4,0.6,-5.3
CN(CCOc1ccc(Cl)cc1)CC(=O)Nc1ccc(OC(F)(F)F)cc1,-4.8,0.7,-3.9,-1.8,3.4,0.0,2.1,0.2
Cc1ccc(NS(=O)(=O)c2c(C)nc3sccn3c2=O)c(C)c1,12.5,-2.3,3.4,1.1,-4.1,-3.2,-2.5,10.0
C=CC(=O)Nc1cccc(Oc2ncnc3[nH]cc(-c4cnc5ccccc5c4)c23)c1,-5.1,1.5,8.8,-1.1,.,14.1,4.5,-0.4
COc1ccc(/C=C/C2=NN(Cc3ccccc3)C(=O)CC2)cc1,-1.1,.,2.7,-0.5,-13.2,0.7,.,3.9
COc1cccc(C2SCC(=O)N2c2ccc(Cl)cc2)c1OC (stereo not drawn),9.7,2.7,0.8,-1.0,2.4,.,-1.4,4.9
O=C(Cc1csc(-c2cccc(Cl)c2)n1)Nc1cccc(S(=O)(=O)NC2=NCCC2)c1,20.3,1.1,-2.6,-5.1,-2.8,-1.8,0.5,-24.1
Cc1ccccc1-c1cnc2c(c1)C(=O)N([C@@H](C)CO)C[C@@H](C)[C@H](CN(C)C(=O)c1ccc(F)cc1)O2,.,-2.1,2.2,4.7,-12.7,8.5,2.7,17.1
CCCOc1ccc(C(=O)Nc2ccc(N(C)C)cc2)cc1,-0.5,0.0,.,.,.,10.2,-0.1,-31.1
COc1ccc(NC(=O)Nc2cccc3c2O[C@@H](CN(C)C(=O)Nc2ccc(OC)cc2)[C@@H](C)CN([C@H](C)CO)C3=O)cc1,-5.9[16.7 µM],34.7,.,0.8,-5.8,7.6,1.0,-22.2
O=C(O)CC(Cc1ccc(Cl)cc1)C(=O)NCc1ccccc1 (stereo not drawn),14.3,-0.9,-2.0,.,.,-0.4,0.7,-9.0
Cn1cnnc1SCC(=O)N1CCC(Cc2ccccc2)CC1,0.4,0.5,.,.,.,3.0,-1.0,99.4*
Cc1cc(C(=O)N/N=C/c2ccc(O)c([N+](=O)[O-])c2)c(C)n1-c1ccc(F)cc1,5.0,-2.5,.,.,8.1,-1.1,-3.4,-61.3
CC(=O)N1SC(N)=NC1c1ccccc1 (stereo not drawn),-1.4,2.5,-3.4,.,28.7,6.6,4.5,-5.8
CC(C)CS(=O)(=O)C1=NSC2=NC(=O)/C(=C\c3ccc(OC(=O)c4ccco4)cc3)C(=N)N21,.,2.8,-2.9,0.7,7.0,.,-1.7,-16.2
COc1cccc(S(=O)(=O)Nc2ccc3c(c2)[C@H]2C[C@H](CC(=O)N(C)C)O[C@@H](CO)[C@H]2O3)c1,3.8[16.7 µM],98.8*,0.0,-0.3,16.4,-5.5,-0.8,-0.9
Cc1nnc(SCC(=O)Nc2ccc(S(=O)(=O)N3CCCCC3)cc2)s1,1.9,1.7,.,.,.,8.3,-0.4,0.1
CC(=O)N1[C@H](CO)[C@H]2c3ccccc3N(S(=O)(=O)c3ccc(F)cc3)C[C@H]21,-7.1[16.7 µM],-2.8,.,0.2,-6.3,-4.3,-0.9,7.5
Cc1ccc(-c2nc(CCNC(=O)c3ccco3)cs2)cc1,.,1.3,0.0,1.4,-13.8,-4.5,-2.0,-4.8
CCC(CC)n1[nH]c(=O)cc1N,-1.5,-0.3,.,.,.,-3.2,2.9,.
O=C(NCC(c1ccco1)N1CCCC1)c1ccc(S(=O)(=O)Nc2ccccc2F)cc1 (stereo not drawn),3.4,18.4,-1.7,-1.8,-1.2,2.3,11.7,-3.2
COc1ccc(-c2cc(C(F)(F)F)nc(S(=O)(=O)CCCC(=O)Nc3cccc(O)c3)n2)cc1OC,-5.5,-4.6,8.1,-3.0,-25.9,16.7,0.8,.
C/C(=C\c1cccs1)C(=O)c1c(C)cc(C)[nH]c1=O,.,.,-10.3,-2.2,9.4,1.2,.,.
O=C(NCc1ccco1)c1cc(Cl)nc(Cl)c1,.,2.5,0.2,-1.7,8.8,.,7.8,5.2
O=C(c1ccccc1N(Cc1ccccc1)S(=O)(=O)c1ccccc1)N1CCOCC1,-4.0,.,10.6,-0.5,-4.4,.,-1.3,-8.1
O=C(Cc1ccncc1)NCC[C@H]1CC[C@H](NC(=O)Nc2ccc(F)cc2)[C@@H](CO)O1,.,-3.1,.,0.8,-1.4,-4.4,0.6,1.8
CCOC(=O)c1c(/N=C/N(C)C)sc(C)c1C,-3.6,-1.7,.,-0.8,.,7.3,7.9,2.5
Cn1c(N)c(C(=O)COC(=O)c2cc3ccccc3cc2O)c(=O)n(C)c1=O,.,-7.0,-2.5,-1.6,-8.0,-11.6,-6.9,2.0
COCCn1c(=O)[nH]c2cc(C(=O)N3CCN(c4cccc(Cl)c4)CC3)ccc2c1=O,-2.9,-0.4,5.5,-1.7,-32.4,4.8,2.8,-4.5
C=CCn1c(SCC(=O)c2c(N)n(C)c(=O)n(C)c2=O)nc2sc(C)c(C)c2c1=O,-1.4,-0.9,.,.,309.1*,5.4,2.8,.
CCOC(=O)C1CCN(c2nnc(N3CCCC3=O)s2)CC1,-5.8,0.8,.,.,.,-1.1,-4.4,11.4
CCCCOCCOC(=O)C1OC1(C)c1ccccc1 (stereo not drawn),-7.1,9.1,-1.2,-0.4,-13.8,2.6,1.8,9.3
CCCN(CC(=O)Nc1ccccc1C)C(=O)c1ccc2[nH]c3c(c2c1)CC(C)CC3 (stereo not drawn),6.8,-1.4,-4.8,0.5,-15.9,-11.0,-1.8,5.3
CC(C)COC(=O)N(C)C[C@H]1OCc2cnnn2CCCC(=O)N([C@@H](C)CO)C[C@H]1C,-1.3,-2.1&1.8,0.7&-16.2,2.0&-1.2,24.2&3.2,10.9&2.8,9.4&0.3,-0.1&1.0

# The last 5 records of the part above lead into the next:
SMILES,miR-122 sensor,Cneo AK release,FN deposit inh,CFTR F508del cor,GSIS activator,PGC1a acetyl inh,PglD inh,C2C12 statin
C=CCn1c(SCC(=O)c2c(N)n(C)c(=O)n(C)c2=O)nc2sc(C)c(C)c2c1=O,-1.4,-0.9,.,.,309.1*,5.4,2.8,.
CCOC(=O)C1CCN(c2nnc(N3CCCC3=O)s2)CC1,-5.8,0.8,.,.,.,-1.1,-4.4,11.4
CCCCOCCOC(=O)C1OC1(C)c1ccccc1 (stereo not drawn),-7.1,9.1,-1.2,-0.4,-13.8,2.6,1.8,9.3
CCCN(CC(=O)Nc1ccccc1C)C(=O)c1ccc2[nH]c3c(c2c1)CC(C)CC3 (stereo not drawn),6.8,-1.4,-4.8,0.5,-15.9,-11.0,-1.8,5.3
CC(C)COC(=O)N(C)C[C@H]1OCc2cnnn2CCCC(=O)N([C@@H](C)CO)C[C@H]1C,-1.3,-2.1&1.8,0.7&-16.2,2.0&-1.2,24.2&3.2,10.9&2.8,9.4&0.3,-0.1&1.0
O=C(CSCc1ccccc1Cl)NN=C1CCCCCC1,-3.1,6.9,-0.8,.,.,1.2,4.5,-5.4
O=C(NC1CCCC1)[C@H]1[C@H](CO)[C@H]2Cn3c(ccc(-c4cccnc4)c3=O)[C@H]2N1CCc1ccccc1,-0.1[16.7 µM],.,.,-1.5,-7.7,.,.,-6.2
C[C@@H]1CN([C@H](C)CO)C(=O)c2cc(NC(=O)c3ccccc3)ccc2O[C@@H](C)CCCCO[C@H]1CN(C)Cc1ccncc1,2.1[16.7 µM],-2.1,.,-1.3,11.2,5.8,2.0,8.9
CC1=CC(c2ccccc2)=NS(=O)(=O)N1,.,-0.2,.,4.8,6.7,.,1.1,6.3
CCOc1ccccc1NS(=O)(=O)c1ccc2c(c1)n(C)c(=O)c(=O)n2C,-3.7,2.7,2.8,.,16.4,.,0.0,.
CCOC(=O)/C=C1\SCC(=O)N1CC(=O)Nc1ccc(OC)c(OC)c1,16.4,0.6,.,.,13.1,-0.5,0.8,.
Cc1cc(=O)n2c(n1)OC(CO)C2 (stereo not drawn),-0.4,0.3,.,-0.9,4.5,.,4.8,6.2
C[C@H](CO)N1C[C@H](C)[C@H](CN(C)S(=O)(=O)c2ccc(F)cc2)OCCCC[C@H](C)Oc2ccc(N(C)C)cc2C1=O,6.4[16.7 µM],0.7,-5.7,-0.2,-5.6,9.5,1.1,-30.8
CC(=O)Nc1ncnc2c1c(-c1ccc(Cl)cc1)nn2C(C)(C)C,.,.,20.5,5.1,-16.2,28.1,.,.
Cn1cccc1C(=O)OCC(=O)N1CCN(c2ccccc2)CC1,23.6,6.6,-4.7,2.1,.,-6.3,-3.0,-0.5
CCCC#Cc1ccc([C@@H]2[C@@H](CO)N3CCCCN(CC4CCOCC4)C[C@@H]23)cc1,3.7[16.7 µM],0.2,.,2.7,3.2,-1.8,6.8,-3.1
Cn1c(CCNC(=O)c2ccc(Cl)c(Cl)c2)nnc1SCc1ccc(Cl)c(Cl)c1,0.3,5.0,1.1,.,-45.5,-16.8,-4.1,-24.5
COc1ccc(NC(=O)COc2ncnc3ccccc23)cc1S(=O)(=O)N1CCOCC1,.,.,4.8,-1.0,10.4,1.4,.,.
CCCNC(=O)c1cc(C2CCCCN2C(=O)c2ccc(NC(C)=O)cc2)on1 (stereo not drawn),-8.5,2.6,3.6,-0.4,10.9,-6.4,-8.9,-3.8
CCc1ccccc1NC(=O)CSc1nnc([C@@H]2CCCN2C(=O)OC(C)(C)C)o1,-7.2,-0.6,.,.,.,-8.7,3.4,22.2
Nc1nc(-c2cccnc2)nn1C(=O)Cc1ccccc1,6.5,-0.8,-6.8,.,-4.9,13.0,4.0,1.5
O=C(O)C[C@H]1C[C@H]2c3cc(NC(=O)Nc4ccccc4)ccc3O[C@H]2[C@@H](CO)O1,0.5[16.7 µM],-3.5,-2.1,-0.7,5.1,-6.9,-2.0,-1.5
CCN1C(=O)[C@@H]2[C@H](C1=O)[C@@H]1C(=O)Nc3ccccc3C(=O)N1[C@@H]2c1ccccc1,.,0.5,-6.2,-2.3,-4.2,.,1.6,-1.5
CCOC(=O)Cc1csc(NC(=O)COc2ccccc2OC)n1,.,-0.3,.,.,.,1.2,3.8,-2.0
CCCCN1C(=O)C(CC(=O)NCCCN(C)C)CC(C(=O)N(C)C)=C1C (stereo not drawn),-0.9,0.4,4.2,-5.9,7.0,-1.5,5.8,11.2
Cc1cccc(N2CCN(Cc3nc(-c4cccc(Oc5ccccc5)c4)oc3C)CC2)n1,-1.9,4.1,-6.5,.,-17.6,.,-4.6,1.3
